# MT stabilize HCS: microtubule stabilizers in HeLa cells, primary screen, imaging, high-content imaging | HeLa tubulin immunostaining HCS, 24 h; share of cells brighter than vehicle mean+2SD | % tubulin-high responders, % at 10 µM | AID 2205, 2009 | 200,000 compounds, 0.83% hits;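 active = plate Z-score above 3 for both tubulin-high and condensed-nucleus cell shares, with cell loss under 80%, at 10 µM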;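 also: anti alpha tubulin signal scored within the nucleus-defined area of each cell; some results filed as inactive read as strong as hits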
# Dynein transport: inhibitors of GR-EGFP nuclear translocation, primary screen, dynein cargo transport inhibitor project, imaging, high-content, 3617.4 mouse cells; test concentration mostly 20 µM; stimulated with dexamethasone, 1 µM; hits give low values; z-score, hits read low; 220,000 compounds, 0.47% hits; AID 1381, 2008;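 active = plate z-score of nuclear minus cytoplasmic receptor signal below a set negative limit, without overly bright fluorescence or cell loss, cut at about -3.5 in these data, passing the limit was not always enough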;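 also: z-score of nuclear minus cytoplasmic ring GR-EGFP intensity difference per well; some compounds called inactive have numbers as strong as hits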
#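 Buffer or medium: tet-free, stripped-serum medium; reagent: dexamethasone at 1.0 µM final, 30 min; incubation: 48 h induction, 1 h compound, 30 min dex at 37 °C; measured by: formaldehyde fixation, Hoechst nuclear stain, 10x automated fluorescence imaging; read-out: nuclear-to-cytoplasmic GR-EGFP distribution per well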
# Autophagy mod: autophagy modulators in MEF cells, primary screen, imaging, high-content, MEF GFP-LC3. MEF GFP-LC3 puncta imaging; test concentration mostly 10 µM. AID 463193, 2010. calls only at 10 µM (by protocol). 190,000 compounds, 0.98% hits;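 active = percentage of spot-positive cells more than 3 SD above its plate mean, without a fluorescence outlier flag or 80% toxicity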;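 also: spot-positive cell cutoff set from DMSO-treated cells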
# P. falciparum M1AAP: P. falciparum M1AAP inhibitors, biochemical, fluorogenic H-Leu-NHMec substrate, 1536-well (AID 1445) | 220,000 compounds, 0.42% hits | recombinant M1AAP, H-Leu-NHMec fluorogenic kinetic assay; higher % means a stronger effect | Aminopeptidase N (Plasmodium falciparum (isolate 3D7)) | inhibition, % at 30 µM, or IC50 in µM where a hit was titrated;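 active = primary inhibition above the hit cutoff, then over 50% inhibition at one or more dose response concentrations, cut at about 23% in these data, passing the limit was not always enough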;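 also: plate controls were DMSO full reaction for no effect and no enzyme background for full effect; strong numbers were not always called active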
# M17LAP inhibition: P. falciparum M17LAP inhibitors, primary screen, biochemical, fluorogenic H-Leu-NHMec substrate, 1536-well (AID 1619) | recombinant M17LAP, H-Leu-NHMec fluorogenic kinetic assay; higher % means a stronger effect | inhibition, % at 30 µM; hits with a dose series show IC50 in µM | 220,000 compounds, 0.38% hits;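 active = compound inhibiting the enzyme by more than half at any dose during confirmatory dose-response retesting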;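 also: plate controls were full reaction with DMSO carrier for no effect and no enzyme background for full effect; strong numbers were not always called active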
# Lipid droplet: inhibitors of hepatocyte lipid droplet formation, primary screen, imaging, high-throughput imaging, BODIPY stain. AML12 mouse hepatocytes, oleate lipid droplets. inhibition, % at 6.5 µM. 240,000 compounds, 0.4% hits;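 active = lipid droplet intensity inhibited by at least 50%, with more than 500 cells counted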
#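 Assay system: AML12 hepatocytes (mouse); Probe or stimulus: oleic acid at 100 µM to induce lipid droplet formation; Dosing: compound at 6.5 µM only; Schedule: compound with oleate, overnight; Detection: fluorescence imaging, 20x objective, two fields per well; Measure: % inhibition of lipid droplet signal.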
# Insulin prom up: insulin promoter activators in MIN6 cells, imaging, high-content screening, mouse beta cells; z-score at 5 µM; MIN6 insulin promoter-GFP reporter; hits give high values; 190,000 compounds, 0.3% hits; AID 1625, 2009;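 active = z-score above 3 at 5 µM with at least 500 cells counted in the well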
# ER stress rescue: rescue of cells from ER stress-induced death, primary screen, 384-well, CSM14.1, thapsigargin, ATP luminescence (AID 1222). one-dose cellular ATP content (survival), % at 20 µM; EC50 in µM for titrated hits. 190,000 tested, under 10 active. CSM14.1 thapsigargin-induced death rescue, ATP luminescence; higher % means a stronger effect;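 active = EC50 below 50 µM in the dose-response confirmation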;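 also: death triggered by thapsigargin at about 15 µM added after 2 h compound pretreatment; cell ATP read after overnight thapsigargin exposure of roughly 18 to 22 hours; normalized against plate controls of thapsigargin alone and 5% DMSO vehicle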
# Yfh1-off respiration: enhancers of respiration in Yfh1-depleted yeast, dose response, Friedreich's ataxia, plus single-dose screen (AID 1465). S. cerevisiae Yfh1-off respiration, WST-1 reduction, 72 h; higher fold induction means a stronger effect. fold induction at 50 µM, or EC50 in µM where a hit was titrated. 220,000 compounds, 0.074% hits;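 active = fold induction of absorbance versus untreated yeast above a set limit, then at least 30% activation at any dose in follow-up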;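 also: activators that raise dye reduction in frataxin-depleted yeast; strong numbers were not always called active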
# Dynein transport cytoplasmic EGFP: second read-out of Dynein transport, no call of its own (marks repeat the call); z-score; measured here: cytoplasmic GR-EGFP intensity; hits give high values
# Dynein transport nuclear GR-EGFP: recorded beside Dynein transport, whose call it bears; z-score; measured here: nuclear GR-EGFP intensity;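 lower value marks the stronger effect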
# Dynein transport cell count: second read-out of Dynein transport, no call of its own (marks repeat the call); z-score; measured here: cell count per field
# Insulin prom up cell count: second read-out of Insulin prom up, no call of its own (marks repeat the call); cell count; measured here: cytotoxicity, nuclei count;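 total cells summed across four imaged fields per well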
# Lipid droplet cells 6.5 µM: further read-out of Lipid droplet, marked with its call; cell count; measured here: cell count, cytotoxicity flag;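 cells counted across two imaged fields per well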
# MT stabilize HCS Hoechst-high %: second read-out of MT stabilize HCS, no call of its own (marks repeat the call); % Hoechst-high responders; measured here: nuclear condensation Hoechst responders;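 share of cells brighter than vehicle mean plus two SD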
# MT stabilize HCS cytotoxicity %: also measured in MT stabilize HCS; calls as there; toxicity, %; measured here: cytotoxicity by cell density;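 0% = mean cell density of plate MIN control wells and 100% = no cells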
# Autophagy mod cell loss 18 h: second read-out of Autophagy mod, no call of its own (marks repeat the call); toxicity, %; measured here: cell loss, nuclei count;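 cell loss after 18 h compound exposure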
# * marks the source's active call; other numbers are inactive results; i = inactive; nt = no result given; + = active, no number.
SMILES,MT stabilize HCS,MT stabilize HCS Hoechst-high %,MT stabilize HCS cytotoxicity %,Dynein transport,Dynein transport cytoplasmic EGFP,Dynein transport nuclear GR-EGFP,Dynein transport cell count,Autophagy mod,Autophagy mod cell loss 18 h,P. falciparum M1AAP,M17LAP inhibition,Lipid droplet,Lipid droplet cells 6.5 µM,Insulin prom up,Insulin prom up cell count,ER stress rescue,Yfh1-off respiration
FC(F)(F)c1cccc(N2CCN(c3nnnn3-c3ccccc3)CC2)c1,1.9,2.2,9.9,-0.0244,-0.171,0.248,-1.36,i,0.1,0.9%,-8.4%,-10.2,689,0.56,1723,0.0%,i
O=C(N/N=C/C1C(c2ccccc2)C1(Cl)Cl)c1cccc(Br)c1 (centres undefined),2.9,1.9,1.0,0.0643,-0.189,-0.285,-0.274,i,-21.6,0.1%,34.4%,nt,nt,0.92,1577,1.0%,i
CC(=O)N1N=C(c2ccc(Cl)cc2)OC12CCCC2,nt,nt,nt,0.116,-0.199,-0.341,0.587,nt,nt,2.4%,1.4%,-26.0,687,-0.1,1083,nt,i
NC(=O)CC[C@H](NC(=O)OCc1ccccc1)C(=O)OCc1ccc(Cl)cc1,0.7,2.7,9.6,-0.778,-0.31,-0.471,0.784,i,-8.5,2.6%,-5.9%,6.4,648,1.24,1176,-0.2%,i
CCOC(=O)c1sc(=NC(=O)COc2ccc(Cl)cc2)n(C)c1C,3.3,2.7,9.8,2.44,-0.212,1.06,-2.41,+,49.5*,1.1%,1.1%,3.3,651,-0.78,1227,nt,i
Cc1ccc(C(=O)Cn2c(-c3ccccc3)noc2=O)cc1,3.0,1.7,2.7,-0.177,-0.283,-0.165,0.404,i,0.6,1.7%,31.1%,-12.9,695,0.3,1617,-0.3%,i
CCN(CC)CC(=O)N1CCCC(C(=O)c2ccccc2OC)C1 (centres undefined),2.9,2.5,5.6,-1.04,-0.16,-0.731,-0.7,i,6.1,16.9%,2.4%,-2.6,731,nt,nt,-2.1%,i
COC(=O)C1=C(C)NC(=O)CC1c1ccc(F)c(Br)c1 (centres undefined),2.6,2.1,5.9,-0.232,-0.263,-0.0968,0.632,i,-2.7,0.6%,-3.3%,-16.4,755,0.24,1290,0.2%,i
O=C(NCc1cccnc1)c1ccc(NC(=O)c2cccc([N+](=O)[O-])c2)cc1,1.0,0.3,4.4,1.2,-0.0709,0.633,-1.19,i,3.8,1.8%,18.5%,2.0,718,-4.01,799,-0.9%,i
O=C(C1CCN(S(=O)(=O)c2cccc3cccnc23)CC1)N1CCN(c2ccc(Cl)cc2)CC1,7.2,1.2,1.1,2.7,0.323,1.48,-1.97,nt,nt,4.0%,-1.0%,nt,nt,-0.29,1090,3.6%,i
O=C(CN1C(=O)NC2NC(=O)NC21)N/N=C/c1ccc(F)cc1 (centres undefined),2.3,2.2,6.2,-0.519,-0.175,-0.246,-0.455,i,-11.1,3.5%,2.6%,18.9,715,0.09,1232,-1.5%,i
N#Cc1cc(N)ccc1Sc1ccc(Cl)cc1,1.0,1.5,6.2,0.906,-0.167,0.771,-0.706,i,-1.2,5.2%,2.8%,nt,nt,-1.79,1631,-4.7%,i
COc1cc(/C=N/NC(=O)C2CCN(CC(O)COCc3ccccc3)CC2)ccc1O (centres undefined),2.2,1.7,11.5,2.23,-0.2,1.5,-1.43,i,-30.1,8.5%,11.0%,8.3,704,nt,nt,-0.6%,i
Cc1cc(S(=O)(=O)N2CCCC2)ccc1OCC(=O)NCc1ccco1,3.0,5.1,8.1,-0.288,-0.207,0.0455,0.183,i,3.6,8.4%,-13.8%,-7.9,783,1.31,1217,4.0%,i
Cn1c(-c2ccc(F)cc2)cnc1NCc1cccc(F)c1,14.5*,12.2*,14.7*,-0.429,-0.186,0.054,-0.355,i,6.2,1.2%,18.3%,nt,nt,-0.62,1144,-0.3%,i
COC(=O)c1ccc2c(=O)n(CCCCCC(=O)N3CCN(c4ccccc4)CC3)c(=O)[nH]c2c1,3.5,1.1,0.8,-0.782,-0.158,-0.14,0.76,i,6.2,2.5%,-5.7%,3.5,745,0.3,955,-1.0%,i
O=C(N/N=C/c1cccc(Cl)c1)c1c(O)c2c([nH]c1=O)CCCC2,nt,nt,nt,-0.213,-0.213,0.317,0.56,nt,nt,2.2%,11.1%,-27.9,638,0.12,955,nt,i
Cc1onc(-c2c(F)cccc2Cl)c1C(=O)Nc1cccc(Cn2cccn2)c1,3.7,1.4,4.5,-0.769,-0.265,-0.339,1.06,i,4.8,-1.8%,-0.4%,-2.1,819,-0.36,1353,-0.8%,i
Cc1onc(-c2ccccc2)c1CNS(=O)(=O)c1ccc(F)cc1F,nt,nt,nt,-0.213,-0.237,-0.173,0.156,nt,nt,1.5%,5.3%,-28.8,746,nt,nt,nt,i
CC1(C)C2CCC1(C)C1(C2)NC(=O)c2ccccc2O1 (centres undefined),3.6,1.7,7.2,0.177,-0.191,0.623,0.389,i,20.2,-0.6%,21.3%,-17.9,778,0.65,1286,-2.4%,i
CCOc1cc(/C=C2\SC(=N)N(c3nccs3)C2=O)ccc1OCCN1CCOCC1,2.8,3.5,1.9,-0.123,-0.28,-0.0719,0.122,i,-8.8,6.6%,29.7%,nt,nt,-0.01,1151,0.6%,i
CCNc1nc(Cl)nc(N(NC(C)=O)C(C)C)n1,nt,nt,nt,-0.266,-0.237,-0.0283,0.0751,nt,nt,3.3%,8.5%,-0.2,670,-0.26,1215,nt,i
COc1ccc(/C=C/C(=O)O)cc1S(=O)(=O)N1CCc2ccccc2C1,3.2,2.1,3.6,-0.34,-0.332,0.364,0.683,i,12.6,17.3%,16.6%,-0.3,681,0.9,1753,-1.8%,i
O=C(CCc1ccccc1)NNC(=O)Cc1ccccc1,4.0,0.8,8.2,0.29,-0.231,0.63,-0.481,i,-8.7,nt,nt,-0.8,731,-0.06,1701,-1.2%,i
COc1ccc(CCNS(=O)(=O)c2ccc3c(c2)oc(=O)n3C)cc1OC,2.1,2.9,5.7,-0.146,-0.19,0.259,0.325,i,9.4,7.3%,6.3%,4.9,732,0.12,1303,-0.5%,i
Cc1cccc(NC(=S)N2CCn3cccc3C2c2cccnc2)c1 (centres undefined),6.7,2.2,9.5,-0.527,-0.245,-0.473,0.192,i,12.0,-1.2%,-4.5%,12.2,631,0.02,1407,2.1%,nt
COc1ccc(C=O)cc1Cn1ccnc1C,1.4,1.0,4.4,-0.33,-0.258,0.0346,0.425,i,-10.2,nt,nt,-0.5,718,1.31,1639,-2.4%,i
CCCn1nnnc1SCC(=O)Nc1nnc(CC)s1,2.2,1.1,4.4,1.69,-0.198,0.497,-0.849,i,4.7,0.1%,1.8%,nt,nt,0.02,1539,3.1%,i
COc1ccc(CCNC(=O)CCCn2c(SCC#N)nc3ccccc3c2=O)cc1OC,4.5,3.1,6.0,-0.21,-0.328,-0.0317,0.721,i,8.1,1.9%,10.4%,nt,nt,-0.64,1286,-0.8%,i
COC(=O)c1ccc(CSc2nnc(CNC(=O)c3ccc(OC)cc3)o2)o1,2.4,2.8,6.6,1.62,-0.183,1.71,-0.874,i,-34.9,6.0%,-2.9%,nt,nt,-0.57,1371,-1.8%,i
COc1ccc(C(=O)N2CCN(S(=O)(=O)c3ccc(Cl)cc3)CC2)cc1OC,1.2,1.0,6.9,0.0572,-0.167,0.199,-0.116,i,-6.6,2.7%,6.9%,-0.1,795,0.54,1008,-0.8%,i
Cc1csc2ncnc(NC3CCN(Cc4ccccc4)CC3)c12,nt,nt,nt,0.61,-0.271,0.289,0.0213,nt,nt,-0.2%,6.9%,-9.9,609,-2.12,579,nt,i
CCOC(=O)N1CCN(C(=O)c2ccccc2N(Cc2ccccc2)S(=O)(=O)c2ccc(OC)cc2)CC1,17.8*,60.4*,42.6*,-0.76,-0.326,-0.275,1.31,i,5.8,1.9%,-3.7%,-44.9,696,nt,nt,2.5%,i
CC1CN(S(=O)(=O)c2ccc(Cl)c(C(F)(F)F)c2)CC(C)O1 (centres undefined),1.2,0.2,11.8,-0.96,-0.24,-0.377,0.247,i,1.0,-1.0%,-4.5%,10.2,672,-0.28,1625,-2.2%,i
CS(=O)(=O)N(Cc1ccccc1)c1ccccn1,1.3,2.4,14.1,1.01,-0.196,0.553,-0.869,i,12.6,5.6%,-3.2%,nt,nt,0.8,1432,-2.0%,i
COc1ccccc1NC(=S)NC1CCC(CC2CCC(NC(=S)Nc3ccccc3OC)CC2)CC1 (centres undefined),2.1,3.6,8.2,0.334,-0.229,-0.046,-0.119,i,6.3,1.7%,-9.0%,-1.4,605,-1.42,1367,-0.7%,i
Cc1ccc(OCC(=O)Nc2cc(-c3nn4c(C)nnc4s3)ccc2C)cc1,5.3,1.9,16.2,-0.568,-0.239,-0.0203,0.564,i,1.4,3.3%,4.0%,8.6,692,-0.3,1385,1.7%,nt
